MEKK2mut PB1 HTS: MEK5 binding signal on mutant MEKK2 PB1, primary screen, biochemical, multiplex bead flow cytometry, Alexa488-MEK5; Alexa488-MEK5 binding to MEKK2 mutant; percent response, % at 10 µM; 0.35% of 290,000 active; in the data active = percent response above about 24%, passing the limit was not always enough; note: inactives centre near 1; some results filed as inactive read as strong as hits; reference of the scale not given here
p-CIP stab down: p/CIP-EGFP fusion destabilizers, primary screen, fluorescence, F442A cells | 16 h | 0.01% of 290,000 active | Q05BA5 | decrease of EGFP signal, % at 10 µM;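 active = EGFP signal decrease of at least 30% at 10 µM or well 3 SD below plate mean, unless failing retest; inactive = the rest, including hits failing retest or dose response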; note: some compounds called inactive have numbers as strong as hits; many of its hits are not listed in these tables
IDE inh: human IDE inhibitors in live cells, primary screen, fluorescence polarization, HEK cells, FAbetaB substrate. Insulin-degrading enzyme (Homo sapiens), P14735. FAbetaB cleavage. inhibition, % at 5.59 µM. 0.41% of 320,000 active. AID 434962, 2010;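 active = percent inhibition above the average of all tested compounds plus 3 SD, set per screening campaign, cut at about 16% in these data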;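 note: IDE supplied by intact live HEK cells; FP after avidin binding of uncleaved biotin substrate so inhibition keeps polarization high; 0% = DMSO wells and 100% = 60 µM reference IDE inhibitor Ii1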
MEKK2wt PB1 HTS: modulators of MEK5 binding to wildtype MEKK2, primary screen, biochemical, multiplex bead flow cytometry, Alexa488-MEK5 | 1.1% of 290,000 active | Alexa488-MEK5 binding to MEKK2 WT; actives lie on both sides | binding response (% of control), % at 10 µM; in the data active = binding response below about 67% or above about 130%
NALP1 inh: NALP1 inflammasome inhibitors in reconstituted yeast, colorimetric, S. cerevisiae, triplicate retest | S. cerevisiae NALP1/ASC/caspase-1 growth, X-gal OD620, 72 h | inhibition, % at 10 µM | AID 2071, 2009 | 0.61% of 280,000 active; in the data active = inhibition mostly above about 24%, no sharp cut-off; inactive = mostly below about 32%; note: some compounds called inactive have numbers as strong as hits
MEKK3 PB1 HTS: modulators of MEKK3-MEK5 PB1 binding, primary screen, biochemical, wildtype MEKK3, multiplex bead flow cytometry, Alexa488-MEK5 | Mitogen-activated protein kinase kinase kinase 3 (Homo sapiens), Q99759 | bead-based flow cytometry, Alexa488-MEK5 binding to MEKK3; actives lie on both sides; 0 = blocked by unlabeled MEK5, 100 = vehicle | binding response (% of control), % at 10 µM | 1.4% of 290,000 active;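 active = binding response more than 3 SD above or below the average of its plate-row segment, actives on both sides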;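 note: Alexa488 bead fluorescence after subtracting the streptavidin-only scavenger bead signal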
Target sequence (Q99759 whole entry, looked up): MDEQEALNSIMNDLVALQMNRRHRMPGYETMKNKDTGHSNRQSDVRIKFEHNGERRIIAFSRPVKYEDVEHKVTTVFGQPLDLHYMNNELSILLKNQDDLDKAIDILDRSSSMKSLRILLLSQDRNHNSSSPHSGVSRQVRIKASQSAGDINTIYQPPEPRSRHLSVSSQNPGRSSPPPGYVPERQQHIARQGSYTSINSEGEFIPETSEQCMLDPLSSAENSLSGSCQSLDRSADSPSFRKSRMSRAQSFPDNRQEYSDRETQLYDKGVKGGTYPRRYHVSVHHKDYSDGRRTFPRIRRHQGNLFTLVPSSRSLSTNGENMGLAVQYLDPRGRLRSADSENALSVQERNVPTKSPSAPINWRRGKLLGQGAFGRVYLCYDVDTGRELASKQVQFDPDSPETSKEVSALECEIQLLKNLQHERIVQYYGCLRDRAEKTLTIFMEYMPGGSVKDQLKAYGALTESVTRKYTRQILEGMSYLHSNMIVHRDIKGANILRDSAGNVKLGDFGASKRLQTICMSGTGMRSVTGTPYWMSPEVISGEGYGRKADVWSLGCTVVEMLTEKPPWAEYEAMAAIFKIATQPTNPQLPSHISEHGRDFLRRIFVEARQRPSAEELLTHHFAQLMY
IDE act: human IDE activators in live cells, primary screen, fluorescence polarization, HEK cells, FAbeta-B substrate. FAbeta-B cleavage; 0% vehicle, 100% cell-free pure enzyme wells. activation, % at 5.96 µM. 0.073% of 340,000 active;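 active = activation above the mean of all tested compounds plus 3 SD, set per screening campaign, cut at about 17% in these data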
SUMO HTRF inh: inhibitors of in vitro SUMOylation cascade, primary screen, biochemical, HTRF, uHTS; SUMO-conjugating enzyme UBC9 (Homo sapiens), P63279; AID 2006, 2009; 0.36% of 290,000 active; inhibition, % at 35 µM; HTRF SUMOylation assay, SAE1/SAE2 + UBC9; in the data active = inhibition above about 50%, passing the limit was not always enough; note: strong numbers were not always called active
Target sequence (P63279 whole entry, looked up): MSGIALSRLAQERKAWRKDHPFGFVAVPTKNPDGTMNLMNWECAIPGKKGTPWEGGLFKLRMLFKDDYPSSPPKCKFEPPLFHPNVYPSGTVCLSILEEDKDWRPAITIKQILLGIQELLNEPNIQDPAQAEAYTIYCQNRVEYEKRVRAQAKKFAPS
M18AAP inhibitor: PfM18AAP inhibitors, malaria aminopeptidase, primary screen, biochemical, QFRET, recombinant enzyme. M18 aspartyl aminopeptidase (Plasmodium falciparum 3D7). H-Glu-NHMec fluorogenic cleavage. inhibition, % at 7.35 µM. 1.2% of 290,000 active. AID 1822, 2009;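 active = inhibition above the campaign mean inhibition over all tested compounds plus 3 SD, cut at about 28% in these data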;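 note: 0% = plate median of test compound wells and 100% = 2 mM ZnCl2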
* hit, by the source's call; nt = not tested or not shown; [ ] = remark or other dose.

SMILES	MEKK2mut PB1 HTS	p-CIP stab down	IDE inh	MEKK2wt PB1 HTS	NALP1 inh	MEKK3 PB1 HTS	IDE act	SUMO HTRF inh	M18AAP inhibitor
CC(=O)C1=C(C)NC(SCSc2ccccc2)=C(C#N)C1c1cccnc1 (stereo not given)	3	-3	21*	101	-40	105	nt	-6	25
CCOC(=O)C1CCCN(CC(=O)Nc2c(C(=O)OC)[nH]c3ccc(C)cc23)C1 (stereo not given)	2	-9	3	103	10	106	4	11	6
CCCc1ccc(OCc2ccc(C(=O)NN)o2)c(OC)c1	5	4	2	107	19	107	1	5	0
CCOC(=O)Cn1cc(Cl)cc(C(=O)Nc2ccccc2)c1=O	3	-9	-2	105	15	103	-4	4	-5
COC(=O)C1(C)NC(c2ccccc2OC)C2C(=O)N(c3ccccc3)C(=O)C21 (stereo not given)	15	1	2	111	11	104	4	9	0
COc1ccc(C)cc1NC(=O)CN1CCN(CC(=O)Nc2ccccc2F)CC1	nt	-4	5	nt	32	nt	2	5	3
CC(=O)c1ccc(N2CCN(C(=O)C(=O)c3c(C)[nH]c4ccccc34)CC2)cc1	4	0	2	103	2	99	3	-5	6
Nc1ccc2nc3c(=O)n(CCc4ccccc4)c(=O)[nH]c3nc2c1	-8	-31	32*	92	nt	100	nt	68*	17
NC(=O)c1ccc(NC(=O)CN2CCN(Cc3ccccc3)CC2)cc1	3	6	-1	101	15	99	-3	11	-1
O=c1c2ccccc2nnn1COc1ccc(Cl)cc1Br	-5	1	1	91	-1	85	9	21	-2
COc1ccccc1CC(=O)N1CCN(c2cccc(C(F)(F)F)c2)CC1	-2	-2	5	91	2	95	2	-28	-20
COc1ccc(C(=O)/C=C/c2ccc(OC)c(COc3ccc(F)cc3)c2)cc1	2	-1	-1	107	-19	101	4	25	3
CC1=C(C(=O)OCc2ccccc2)C(c2ccoc2)C(C#N)=C(N)O1 (stereo not given)	-3	-10	1	94	20	91	4	18	-9
Cc1ccc(C(=O)Oc2ccc([N+](=O)[O-])cc2)cc1S(=O)(=O)N1CCCCCC1	0	-6	-4	102	15	104	0	13	-3
CC1CN(C(=S)NC(=O)c2cccc([N+](=O)[O-])c2)CC(C)O1 (stereo not given)	2	-7	0	96	-10	101	-2	20	2
CC(C)C(NC(=O)C12CC3CC(CC(C3)C1)C2)C(=O)O (stereo not given)	-4	-7	4	91	9	90	-2	24	-6
COc1ccc(C(=O)NCCc2cc3c(OC)ccc(OC)c3[nH]c2=O)cc1OC	-4	1	4	87	4	95	5	18	-14
CCCC(=O)Nc1nnc(CC(=O)OCC)s1	19	0	7	105	2	104	4	13	10
C=CCN(C(=O)CCC(=O)Nc1cc(C)on1)C(C(=O)NC(C)(C)CC)c1cccc(OC)c1OC (stereo not given)	-5	-7	1	99	15	101	2	-8	-4
C/C(=N\NC(=O)c1cccc(C)c1)c1ccc(N2CCOCC2)cc1	nt	3	6	nt	15	nt	1	11	-4
Cc1ccc(N/C(N)=N/c2nc(C)cc(C)n2)cc1	-4	-1	0	94	0	94	4	-1	-4
Cc1[nH]c(C)c(S(=O)(=O)Nc2ccc(F)cc2Cl)c1C(=O)N1CCCC1	8	0	12	101	-10	102	-1	9	-7
Cc1ccc(Nc2nc(NCC3CCCO3)nc(N)c2[N+](=O)[O-])cc1C (stereo not given)	-1	4	1	95	20	74*[inhibitor]	1	8	3
CC(=O)c1c(C)[nH]c(C(=O)Nc2cccc(S(=O)(=O)N3CCOCC3)c2)c1C	18	4	-1	111	11	102	2	26	-1
Cn1c(N)c(N=O)c(=O)n(C)c1=O	-4	-5	2	98	19	99	2	11	6
COC(=O)C(C)Sc1ncnc2c1nnn2-c1ccc(F)cc1 (stereo not given)	-6	-2	2	102	-3	96	2	17	-4
Cc1cccc(OCC(=O)NCc2nc(-c3ccccc3)no2)c1	-4	-21	3	97	22	101	0	15	-19
CC(C)C[C@H]1COCCS(=O)(=O)N1Cc1cccc(Cl)c1	0	nt	1	101	nt	99	3	nt	nt
COc1c(S(=O)(=O)NCCCn2ccnc2)ccc(Cl)c1Cl	16	3	1	123	nt	112	1	7	3
N=c1sccn1CC(=O)NC(c1ccccc1)c1ccccc1	10	-3	2	103	-10	102	1	14	2
Fc1ccc(-c2csc(Nc3ccccn3)n2)cc1	4	-6	6	107	27	109	-3	6	4
CCN(CC)S(=O)(=O)c1ccc(N2CCCC2)c(NS(=O)(=O)c2cccs2)c1	nt	-23	2	nt	16	nt	5	-13	6
CC(C)CC(=O)Nc1ccccc1Oc1ccccc1	3	-15	5	98	-3	97	4	-10	-11
COc1ccc(C(=O)NC2CC2)cc1OC1CCN(Cc2ccc(NC(C)=O)cc2)CC1	2	-17	nt	104	6	101	-6	10	1
COc1nc(N)nc(CC(=O)C2CC2)n1	12	6	-9	112	-4	111	1	-32	-11
CCSc1nnc(NC(=O)C2C3CCC(C3)C2C(=O)O)s1 (stereo not given)	6	2	2	107	13	101	2	17	9
CC(C)C(=O)N1CCN(c2ccc(NC(=O)c3ccco3)cc2Cl)CC1	2	-2	4	100	11	102	-4	17	-5
COc1cc(/C=N/Nc2ccccc2C(F)(F)F)ccc1O	-6	1	-6	95	-3	98	2	7	39*
COC(=O)CCC(=O)NC(=S)Nc1ccc(S(=O)(=O)Nc2cc(OC)nc(OC)n2)cc1	2	6	0	104	14	106	1	-1	3
CCOC(=O)N1CCN(C(=O)C2CCN(S(C)(=O)=O)CC2)CC1	10	-3	1	111	26	105	5	6	-2
Cc1cc(NC(=O)c2cccc(S(=O)(=O)N3CCOCC3)c2)no1	2	-9	-1	108	-11	110	-3	29	14
Cc1cccc(NC(=O)c2ccc(COc3ccccc3)o2)n1	-2	1	-4	94	13	93	3	18	-2
COc1ccc(-c2nnc(SCC(=O)NC(C)C)n2CC2CCCO2)cc1OC (stereo not given)	2	10	-2	104	11	103	1	-6	1
O=C(COc1ccc(S(=O)(=O)N2CCOCC2)cc1Cl)NCCN1CCOCC1	-4	3	-3	100	10	103	4	-10	-2
COc1ccc(C)cc1NC(=O)CN1C(=O)COc2ccc(S(=O)(=O)N3CCOCC3)cc21	3	-7	-1	102	14	96	5	nt	-1
COc1ccc(NC(=O)c2cc(-c3ccc(OC)c(OC)c3)nc3ccccc23)c(OC)c1	8	0	-4	107	27	106	0	10	-3
CC(C)=CCN1CCN(Cc2c(C)nn(C)c2Cl)CC1CCO (stereo not given)	-7	6	3	91	18	105	-3	5	-2
CCC1CCCCN1CCCNC(=O)CCNC(=O)Cn1cnc2ccccc2c1=O (stereo not given)	1	-1	1	107	14	102	5	4	-2
Cc1ccc(N=C2NC(=O)/C(=C\c3ccsc3)S2)c(C)c1	-2	-29	4	92	7	94	-2	10	-6
Cc1ccc(/C=N/N2CCN(C3c4ccccc4-c4ccccc43)CC2)o1	-16	-2	1	90	5	87	-3	25	-23
CCN(CC)C(=O)CCSc1nnc(-c2ccco2)o1	-1	3	3	97	5	100	1	0	2
COC(=O)c1nc(NC(=O)C(C)(C)C)n[nH]1	4	-14	-5	103	0	106	2	5	-7
CCCCCCn1c(Br)nc2c1c(=O)n(C)c(=O)n2C	-9	-14	5	96	6	95	-5	11	-2
Cc1cc(=O)oc2cc(OCC(=O)OCC(=O)Nc3ccccc3C(C)C)ccc12	-1	4	10	97	16	99	8	-2	-2
CC(=O)c1cccc(NC(=O)N2CCCC2C(=O)NCc2ccc3c(c2)OCO3)c1 (stereo not given)	-4	6	-6	94	-4	101	2	-3	3
COc1ccc(-c2nc(-c3cccnc3)no2)cc1OC	1	-4	-4	101	-6	103	1	6	-2
O=C(O)C1CCN(c2nc(-c3ccccc3)nc3c2oc2ccccc23)CC1	6	-7	0	105	-6	104	-1	3	-3
Cc1noc(C)c1-c1nc(CS(=O)(=O)c2ccc(Cl)cc2)no1	-3	0	4	97	0	98	2	21	-14
COc1cccc(Cn2c(NCC(C)C)nc3c2c(=O)n(C)c(=O)n3C)c1	-1	-16	2	98	3	102	-3	2	-8
O=C(CNC(=O)c1ccccc1)NCC(O)c1ccc([N+](=O)[O-])cc1 (stereo not given)	6	-4	0	102	11	102	0	15	-13

Part of the list above, set out differently.
MEKK2mut PB1 HTS	p-CIP stab down	IDE inh	MEKK2wt PB1 HTS	NALP1 inh	MEKK3 PB1 HTS	IDE act	SUMO HTRF inh	M18AAP inhibitor	mol
6	2	2	107	13	101	2	17	9	CCSc1nnc(NC(=O)C2C3CCC(C3)C2C(=O)O)s1 (stereo not given)
2	-2	4	100	11	102	-4	17	-5	CC(C)C(=O)N1CCN(c2ccc(NC(=O)c3ccco3)cc2Cl)CC1
-6	1	-6	95	-3	98	2	7	39*	COc1cc(/C=N/Nc2ccccc2C(F)(F)F)ccc1O

Next part.
SMILES	MEKK2mut PB1 HTS	p-CIP stab down	IDE inh	MEKK2wt PB1 HTS	NALP1 inh	MEKK3 PB1 HTS	IDE act	SUMO HTRF inh	M18AAP inhibitor
O=C(COc1ccc(/C=N/NC(=O)c2cc3ccccc3o2)cc1Cl)Nc1ccccc1	-8	3	-3	79	30	74	7	-10	2
COCCCn1c(SCC(=O)Nc2cccc(C)n2)nnc1-c1ccco1	2	-2	1	105	nt	103	2	9	-4
COCCN1Cc2cccc(C(=O)Nc3ccc(C)cc3)c2C1=O	7	-8	9	104	12	106	2	4	-7
Cc1ccc(S(=O)(=O)N(C)CC(=O)Nc2cccnc2)cc1	0	-6	0	94	6	103	-2	8	-2
Nc1nc(Nc2ccc(Cl)cc2)n[nH]1	2	-6	-1	104	-24	103	1	4	32*
Cc1ccccc1C1c2[nH]c3ccccc3c2C[C@H]2C(=O)N(c3ccccc3C(=O)NCCCN3CCOCC3)C(=O)N12 (stereo not given in full)	4	5	0	107	13	103	2	-14	6
COc1ccc(CCNC(=O)Cn2c(=O)n(CC3CCCO3)c(=O)c3ccccc32)cc1OC (stereo not given)	-1	1	2	104	-1	107	5	-3	-2
COc1ccc(-c2c3c(=O)n(C)c(=O)n(C)c3cn2Cc2ccccn2)cc1	-9	6	-6	91	4	95	3	9	-4
CC1CCCCC1NC(=S)Nc1ccc(SC(F)F)cc1 (stereo not given)	1	-11	-1	99	18	97	3	4	0
Cc1noc(C)c1CSc1nc2[nH]ncc2c(=O)n1-c1ccccc1	3	-16	12	106	5	106	-22	16	10
c1nc(NCC2CCCO2)c2[nH]cnc2n1 (stereo not given)	-10	nt	2	95	nt	96	-6	nt	7
CCc1ccc(-n2c(=O)c3c(C)c(C)sc3n(CC(=O)NCC3CCCO3)c2=O)cc1 (stereo not given)	-5	-6	3	94	-3	95	4	9	-3
Cc1ccc(-c2cc(C(=O)NCc3ccccn3)c3ccccc3n2)cc1C	nt	-4	3	nt	44	nt	4	8	-10
CN(C)S(=O)(=O)c1ccc(C(=O)OCC(=O)NC(=O)NCc2ccccc2)cc1	4	2	-8	111	2	112	0	-2	-5
CN(C)c1cccc2c(S(=O)(=O)NCc3ccc(S(N)(=O)=O)cc3)cccc12	3	6	4	103	4	105	6	48	1
CCCNC(=S)N1CCC(C(=O)c2ccc(F)cc2)CC1	8	0	2	108	-1	103	4	-9	2

Bioassay records deposited in PubChem BioAssay by several laboratories.

The list is partial (hit frequency here may not be typical).
